Screens as filed in PubChem.
APOBEC3A inh: human APOBEC3A DNA deaminase inhibition; recombinant A3A, FAM/TAMRA ssDNA deamination fluorescence; inhibition, % at 20 µM; 330,000 tested, 0.41% active;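 active = at least 40% inhibition at 20 µM here, with at most 30% in a related deaminase screen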;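 also: plate controls were A3A with DMSO for no effect and wells lacking A3A enzyme for full effect; some results filed as inactive read as strong as hits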
Target sequence (P31941 whole entry, looked up): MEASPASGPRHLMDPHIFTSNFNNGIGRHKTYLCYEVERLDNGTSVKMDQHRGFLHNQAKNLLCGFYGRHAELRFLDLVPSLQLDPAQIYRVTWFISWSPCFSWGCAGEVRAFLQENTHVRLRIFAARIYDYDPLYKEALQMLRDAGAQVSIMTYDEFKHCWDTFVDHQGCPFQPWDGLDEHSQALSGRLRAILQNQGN
CXCR6 block: blocks human CXCR6 beta-arrestin recruitment. O00574. CHO-K1 PathHunter CXCR6 beta-arrestin, luminescence. 360,000 tested, 0.36% active. AID 602244. inhibition, % at 20 µM; in the data active = inhibition above about 34%, passing the limit was not always enough;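 also: antagonist mode with CXCL16 agonist at 10 nM final; 0% = 10 nM CXCL16 with DMSO and 100% = unstimulated wells without agonist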
Gli-Sufu block: blocks Gli-Sufu signaling in a luciferase reporter | Sufu-KO-LIGHT fibroblasts, Gli luciferase reporter luminescence | inhibition, % at 5 µM | 340,000 tested, 0.74% active | AID 588413;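 active = inhibition above about 55%, limit read from the data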;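 also: 0% = DMSO-treated cells and 100% = wells with medium but no cells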
NR3A LBD binder: modulators (binders) of human NR3A ligand-binding domain; Tm shift relative to glycine control, % at 25 µM; 340,000 tested, 2.5% active; NR3A LBD differential scanning fluorimetry, Tm shift; 0% = protein alone, 100% = glycine-bound protein;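 active = melting temperature shift of at least 10% of the positive control shift, at one fixed dose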
EBI2 block: blocks human EBI2 receptor beta-arrestin signaling | P32249 | EBI2 beta-arrestin recruitment, luminescence, 7a,25-OHC stimulated | inhibition, % at 5 µM | 360,000 tested, 0.81% active; in the data active = inhibition above about 38%;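 also: enzyme fragment complementation signal reports receptor beta-arrestin coupling in cells; 0% = agonist plus DMSO wells and 100% = wells without agonist; some results beyond the cut were filed as inactive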
APOBEC3G inh: blocks human APOBEC3G single-stranded DNA deamination | Q9HC16 | recombinant A3G, ssDNA deamination FAM/TAMRA fluorescence | inhibition, % at 20 µM | 330,000 tested, 0.28% active;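 active = inhibition of at least 40% at 20 µM, with no more than 30% in the related APOBEC3A deaminase screen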;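 also: plate controls were DMSO wells with A3G for no effect and wells lacking A3G enzyme for full effect; some compounds called inactive have numbers as strong as hits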
Target sequence (Q9HC16 whole entry, looked up): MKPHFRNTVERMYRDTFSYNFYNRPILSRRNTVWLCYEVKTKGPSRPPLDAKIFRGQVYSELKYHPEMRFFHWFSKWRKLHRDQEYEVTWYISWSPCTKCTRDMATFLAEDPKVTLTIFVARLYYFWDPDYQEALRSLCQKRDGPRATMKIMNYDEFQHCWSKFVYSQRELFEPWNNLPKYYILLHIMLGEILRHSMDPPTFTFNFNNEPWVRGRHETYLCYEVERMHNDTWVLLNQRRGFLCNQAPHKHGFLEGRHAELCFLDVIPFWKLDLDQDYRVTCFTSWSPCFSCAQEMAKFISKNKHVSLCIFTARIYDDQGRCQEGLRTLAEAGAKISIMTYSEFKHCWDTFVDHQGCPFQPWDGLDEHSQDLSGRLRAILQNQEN
MPTP block: permeability transition pore inhibition | isolated mouse mitochondria, Ca2+ swelling absorbance, 30 min | inhibition, % at 10 µM | 360,000 tested, 1.4% active | AID 602449;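 active = inhibition of 50% or more, scaled per plate between neutral and stimulator controls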;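 also: 0% = DMSO wells given calcium and 100% = 1 mM EGTA wells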
CCR6 antag: blocks CCL20-driven beta-arrestin recruitment at human CCR6. CHO-K1 CCR6 PathHunter beta-arrestin, luminescence, CCL20-stimulated. inhibition, % at 20 µM. 340,000 tested, 0.49% active. AID 493098;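 active = compounds whose inhibition of the agonist-driven luminescence signal at 20 µM reaches about 50%, limit read from the data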;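 also: cells stimulated with CCL20 at 14 nM final; plate controls were DMSO with CCL20 for no effect and DMSO without agonist for full effect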
Target sequence (P51684 whole entry, looked up): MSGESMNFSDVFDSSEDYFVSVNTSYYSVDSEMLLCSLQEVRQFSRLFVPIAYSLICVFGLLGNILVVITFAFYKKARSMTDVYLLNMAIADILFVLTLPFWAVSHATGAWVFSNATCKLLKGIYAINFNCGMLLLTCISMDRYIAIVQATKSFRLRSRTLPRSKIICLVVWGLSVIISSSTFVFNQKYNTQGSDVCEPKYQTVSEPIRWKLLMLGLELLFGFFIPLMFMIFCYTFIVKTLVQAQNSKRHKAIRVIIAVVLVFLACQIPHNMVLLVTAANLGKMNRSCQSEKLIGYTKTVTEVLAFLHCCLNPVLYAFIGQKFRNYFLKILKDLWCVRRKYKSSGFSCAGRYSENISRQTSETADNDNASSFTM
An asterisk follows results filed as active; · = no result given; & = joins results of further samples.

SMILES | APOBEC3A inh | CXCR6 block | Gli-Sufu block | NR3A LBD binder | EBI2 block | APOBEC3G inh | MPTP block | CCR6 antag
COc1ccc(C2C(C(=O)c3ccc(C)o3)=C(O)C(=O)N2Cc2cccnc2)cc1 (centres undefined) | -2.8 | -0.7 | -6.4 | 2.8 | 0.4 | -1.9 | -3.0 | 1.5
COc1cccc(OC)c1C(=O)NC(=S)Nc1ccc2oc(-c3ccncc3)nc2c1 | -3.5 | 8.9 | 14.3 | -0.9 | 4.1 | -3.3 | -0.1 | 7.3
COCCCn1c(SCC(=O)NC2CCCC2)nnc1-c1ccncc1 | -1.8 | 9.8 | -15.6 | 0.2 | -7.1 | -6.5 | -4.2 | 0.6
CCOC(=O)C(=O)/C(=C\N(C)C)c1onc(-c2c(F)cccc2Cl)c1C(=O)OC | -1.5 | 2.1 | -3.0 | -0.6 | 10.1 | -3.9 | 1.0 | 2.7
CC(NC(=O)Nc1ccccc1O)(C(F)(F)F)C(F)(F)F | -8.5 | -15.6 | 2.7 | -1.3 | -0.9 | -7.6 | -0.4 | 7.6
N#CC(C(N)=O)=C1CCC2(CC1)OCCCCO2 | -2.8 | -0.7 | -6.3 | -1.3 | 2.5 | -4.6 | 0.9 | 4.0
Cc1ccc(-n2nc3c(=O)n(CC(=O)NCc4ccccc4)nc(C)c3c2C)cc1 | 0.6 | 4.7 | 4.9 | 0.3 | 10.6 | 5.1 | 0.5 | 13.0
Cc1ccc([N+](=O)[O-])cc1NC(=O)CSc1n[nH]c(-c2cccnc2)n1 | -4.1 | 3.8 | -15.3 | -3.1 | 7.5 | -10.6 | -0.6 | 9.6
C/C(=C(\C#N)C(=O)NCCN1CCOCC1)N(C)C | -3.3 | 3.8 | 1.8 | -1.1 | -2.1 | -11.1 | -0.1 | 10.3
Cc1cc(NC(=O)c2ccc3[nH]c(C)c(C)c3c2)ccn1 | -1.1 | -4.8 | 11.9 | 12.0* | -7.1 | -3.1 | -0.5 | -6.9
Cc1ccc(NC(=Nc2ccc(Br)cc2)N2CCOCC2)cc1C | -1.4 | -0.7 | 5.5 | 2.4 | 9.4 | -6.3 | 0.2 | 15.8
COc1ccc(C/C(C)=N\NC(=O)c2c[nH]c3ccccc23)cc1OC | -4.3 | -0.6 | -2.4 | 3.7 | -22.0 | -5.4 | 0.0 | 1.2
O=C(COc1ccc(Cl)cc1)NCc1nnc(SCC(=O)Nc2ccc(F)cc2F)o1 | -0.2 | -8.3 | 6.5 | -6.3 | 3.8 | -0.8 | 2.1 | 0.7
COc1ccc([C@H]2/C=C\CN(S(=O)(=O)/C=C/c3ccccc3)[C@@H](C)C(=O)N2Cc2ccc(F)cc2)cc1 | -1.3 | 11.3 | 0.1 | -1.1 | 11.9 | -9.0 | 1.2 | 5.7
O=C(NCC(=O)N1CC=C(c2ccccc2)CC1)c1ccc(F)cc1 | -4.4 | 9.3 | 2.6 | 1.1 | 1.4 | -8.4 | 0.5 | 8.1
C=CCc1ccc(OCC(O)COCC)c(OC)c1 (centres undefined) | 0.8 | -5.5 | 1.7 | -1.7 | -1.7 | -6.3 | 0.2 | -18.9
CCC(Oc1ccccc1F)C(=O)Nc1ccc2c(c1)n(C)c(=O)n2C (centres undefined) | 0.4 | -0.8 | 51.6 | 3.6 | 8.9 | -1.7 | 2.0 | 6.5
CC(/C=C\c1cccnc1)=C/C(=O)O | 11.0&-3.9 | -3.3&-2.8 | 1.4&-4.5 | 0.9&0.0 | -9.9&-17.9 | 7.0&-6.2 | -2.6&-5.3 | -0.9&4.3
Cc1cccc(NC(=O)c2cccc(C(F)(F)F)c2)c1 | 2.6 | 3.9 | -23.3 | -15.9 | -5.9 | -2.8 | 11.6 | 3.9
COc1cc(OC)cc(C(=O)N[C@H](C(=O)OCn2nnc3ccccc3c2=O)C(C)C)c1 | 8.7 | -1.3 | 3.0 | 0.9 | 6.3 | 12.1 | 0.9 | 8.9
O=C(CSc1nnnn1C1CC1)N1CCN(c2ccccc2F)CC1 | -1.0 | -2.0 | -3.0 | -1.6 | -6.4 | -8.3 | -1.1 | 2.0
O=[N+]([O-])c1ccc(-c2ccn[nH]2)o1 | -3.1 | -23.6 | -2.8 | -1.5 | -7.9 | -5.3 | 0.8 | -8.3
COc1cccc(CN2CCC(Oc3ccc(C(=O)N4CCCCC4)cc3)CC2)c1O | 0.2 | 7.5 | 20.2 | 2.1 | 1.9 | -2.9 | -1.0 | 15.0
COc1ccccc1N1CCN(C2CCCN(C(=O)CCc3ccccn3)C2)CC1 (centres undefined) | -1.4 | -13.5 | 10.5 | 1.0 | 1.0 | -2.6 | -2.2 | 6.5
CCn1cc(S(=O)(=O)NCc2ccccc2Br)cn1 | -0.9 | -5.9 | 21.8 | -0.3 | -5.8 | 25.2 | -0.3 | -7.3
CC(=O)C(C(c1ccccc1)N1CCOCC1)N1CCOCC1 (centres undefined) | · | 1.2 | 2.1 | 0.5 | 1.8 | · | -0.2 | 12.3
O=C(OCC(O)C(O)C(O)C(SCc1ccccc1)SCc1ccccc1)c1ccccc1 (centres undefined) | · | 4.1 | 2.4 | -0.5 | 14.3 | · | -1.0 | -9.0
CCC(Sc1nc2n[nH]c(C)c2c(=N)n1-c1cc(Cl)ccc1C)C(=O)N1CCOCC1 (centres undefined) | 1.7 | 4.1 | 2.8 | 1.4 | 5.2 | -4.0 | -0.5 | 7.7
COc1cc(/C=C2\SC(=S)N(CCC(=O)Nc3ccccc3O)C2=O)cc(OC)c1OC | -8.1 | -1.5 | 5.7 | 9.8 | 17.2 | 17.1 | 2.1 | 10.4
Cc1ccc(OCc2cc(C(=O)N(C)CCc3ccccn3)no2)cc1C | -2.6 | -3.9 | -11.7 | -2.1 | -8.7 | 0.5 | -2.1 | 4.0

Brought forward from above: four entries, followed by the next part.
SMILES | APOBEC3A inh | CXCR6 block | Gli-Sufu block | NR3A LBD binder | EBI2 block | APOBEC3G inh | MPTP block | CCR6 antag
O=C(OCC(O)C(O)C(O)C(SCc1ccccc1)SCc1ccccc1)c1ccccc1 (centres undefined) | · | 4.1 | 2.4 | -0.5 | 14.3 | · | -1.0 | -9.0
CCC(Sc1nc2n[nH]c(C)c2c(=N)n1-c1cc(Cl)ccc1C)C(=O)N1CCOCC1 (centres undefined) | 1.7 | 4.1 | 2.8 | 1.4 | 5.2 | -4.0 | -0.5 | 7.7
COc1cc(/C=C2\SC(=S)N(CCC(=O)Nc3ccccc3O)C2=O)cc(OC)c1OC | -8.1 | -1.5 | 5.7 | 9.8 | 17.2 | 17.1 | 2.1 | 10.4
Cc1ccc(OCc2cc(C(=O)N(C)CCc3ccccn3)no2)cc1C | -2.6 | -3.9 | -11.7 | -2.1 | -8.7 | 0.5 | -2.1 | 4.0
O=S(=O)(NCc1ccccc1)c1ccc(Cl)c(S(=O)(=O)NCc2ccccc2)c1 | -1.9 | -1.2 | 1.8 | -11.4 | -4.2 | -5.8 | 16.9 | -13.9
COC(=O)CNC(=O)COC(=O)c1ccc(OC)c([N+](=O)[O-])c1 | -3.9 | 0.7 | -1.7 | 1.9 | -17.6 | -6.0 | 9.1 | -7.8
CC(=NCCc1ccccc1)C1=C(O)C(c2ccccc2)OC1=O (centres undefined) | -1.6 | 0.5 | -9.0 | -0.4 | -0.6 | -12.7 | -2.2 | 17.6
CC(=O)c1c(C)[nH]c(C(=O)COc2cc(C)cc(C)c2)c1C | 1.2 | -1.7 | 6.8 | -1.0 | -9.5 | 0.8 | 4.3 | 10.4
Clc1ccc(-c2nc(/C=N/N3CCOCC3)c3ccccn23)cc1 | -3.4 | -2.7 | 12.4 | -1.0 | 11.6 | -6.8 | -2.3 | 8.4
CCOc1ccccc1N(CC(=O)NCCOC)C(=O)CCC(=O)Nc1ccccn1 | 0.4 | -0.9 | 3.6 | -1.4 | -1.2 | -2.7 | -0.6 | 5.0
CC(C)NC(=O)Nc1ccc2c(c1)C(=O)N([C@H](C)CO)C[C@H](C)[C@@H](CN(C)S(=O)(=O)c1cn(C)cn1)O2 | -1.5 | 0.5 | -6.5 | 0.3 | -6.1 | -4.7 | -1.6 | 6.7
CCn1cc(C(=O)O)c(=O)c2cc(F)c(N3CCN(S(=O)(=O)c4ccc(NC(C)=O)cc4)CC3)cc21 | -4.4 | 9.4 | -6.3 | -0.1 | -2.1 | -6.3 | 4.4 | -3.8
CCc1nc2c(cnn2-c2ccc(Cl)cc2)c(=O)n1-c1ccc2c(c1)OCCO2 | 3.8 | -6.4 | 18.5 | 3.5 | 3.8 | -2.8 | 1.6 | 4.0
Cc1cccc(C(=O)Nc2ccccc2NC(=O)c2cccc(C)c2)c1 | · | 5.4 | 3.1 | -12.2 | -6.7 | · | 0.2 | 16.2
O=C(NCCc1nc(-c2ccccc2)no1)c1ccco1 | -3.4 | 1.7 | -1.9 | -1.6 | -11.0 | -6.7 | -0.7 | 2.4
CCOC(=O)CNC(=O)c1ccc(OCC(F)(F)F)cc1 | 2.7 | -1.3 | -46.7 | 1.2 | 0.5 | -0.7 | -0.9 | 3.4
CCN(C[C@H]1N[C@@](CC)(C(=O)OC)[C@H]2C(=O)N(C)C(=O)[C@@H]12)S(=O)(=O)c1ccc(OC)cc1 | -3.7 | -2.0 | -1.8 | 1.7 | -3.0 | -6.8 | 3.9 | 0.7
O=C(CC(=O)N/N=C/c1ccccc1O)NCc1cccnc1 | -0.4 | -7.5 | -0.5 | -3.9 | -4.5 | -4.0 | 0.2 | 6.5
Cc1c(NC(=O)COc2ncnc3ccccc23)c(=O)n(-c2ccccc2)n1C | 1.9 | 3.9 | -0.6 | -1.3 | 2.3 | 2.3 | -1.8 | -16.2
Cc1ccc([N+](=O)[O-])cc1S(=O)(=O)Nc1cccc(-c2ccc(N3CCOCC3)nn2)c1 | -2.1 | 3.8 | -57.0 | · | 8.5 | -5.4 | -1.0 | 10.2
CCC(C)N(C(=O)c1csnn1)C(C(=O)NC1CCCC1)c1ccc(F)cc1 (centres undefined) | 0.0 | 0.6 | 12.8 | 1.0 | 7.1 | -2.9 | 0.2 | 3.9
CCOC(=O)CC(=O)CSc1nc2sc(C)cc2c(=O)n1Cc1ccco1 | -2.6 | -6.3 | -12.2 | 0.8 | -4.7 | -2.5 | 1.1 | 13.0
CC1Cc2ccccc2N1C(=O)CSc1nnc(-c2ccc(S(=O)(=O)N3CCOCC3)cc2)n1C (centres undefined) | -5.9 | -10.5 | 10.5 | -1.8 | -4.5 | 5.9 | 1.9 | 0.2
O=c1[nH]c2ccccc2nc1-c1ccccc1 | 3.0 | 13.7 | -32.2 | 0.5 | 0.0 | 0.2 | -0.1 | 10.6
COc1ccc(C(=O)NNc2ccccc2)cc1OC | -0.7 | -6.0 | -1.2 | 2.0 | 6.2 | -7.0 | -2.2 | -5.2
Cc1ccc(C(C)n2cc(C(=O)NCCN3CCN(C)CC3)nn2)cc1 (centres undefined) | -4.4 | 2.6 | -1.5 | 2.1 | -0.5 | -4.8 | -1.5 | 9.0
CC1CCCN(C(=O)CSc2nnc(-c3ccncc3)n2C)C1 (centres undefined) | 0.6 | 4.3 | -5.3 | -15.8 | -12.6 | -0.3 | 0.2 | 10.8
CC(NC(=O)c1cn(C)c2ccc(S(=O)(=O)N3CCCC3)cc2c1=O)c1ccc2c(c1)OCCO2 (centres undefined) | -0.1 | 6.3 | 4.7 | 4.6 | 2.4 | -0.6 | -0.8 | 0.0
CCNC(=O)C1Cc2ccccc2CN1S(=O)(=O)c1ccc(F)cc1 (centres undefined) | 8.4 | 7.9 | 1.1 | -0.7 | 0.0 | 10.6 | 0.3 | 4.2
Cc1cc(C)c2c(=O)c3c(oc2c1)C(=O)N(CCO)C3c1cccc(O)c1 (centres undefined) | 0.3 | 6.2 | 2.7 | -2.0 | 9.5 | -1.6 | 0.1 | 3.3
CS(=O)(=O)N(CC(=O)N1CCOCC1)c1ccc2c(c1)OCO2 | -2.9 | 4.8 | 5.8 | 1.5 | 7.3 | -10.0 | -0.4 | -18.4
